# FEN1 inhibitor: inhibitors of human flap endonuclease 1. P39748. Recombinant FEN1 flap cleavage, fluorescence, 15 min. Potency, µM (titrated, usually from 114 µM), inactives show at the highest dose activity change, negative = inhibition, actives largely listed as inhibitors. 390,000 compounds, 0.35% hits; also: nearly all actives have a fitted effect of over 65% in size
# Target sequence (P39748 whole entry, looked up): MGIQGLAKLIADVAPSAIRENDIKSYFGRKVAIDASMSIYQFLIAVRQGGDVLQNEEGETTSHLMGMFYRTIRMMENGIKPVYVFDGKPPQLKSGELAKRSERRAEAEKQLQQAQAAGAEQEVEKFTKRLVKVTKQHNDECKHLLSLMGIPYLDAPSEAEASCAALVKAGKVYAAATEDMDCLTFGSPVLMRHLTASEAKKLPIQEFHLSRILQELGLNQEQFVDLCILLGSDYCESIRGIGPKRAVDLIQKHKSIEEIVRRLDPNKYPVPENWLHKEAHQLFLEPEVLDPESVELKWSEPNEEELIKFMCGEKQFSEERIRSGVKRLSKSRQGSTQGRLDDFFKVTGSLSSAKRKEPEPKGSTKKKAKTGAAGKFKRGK
#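 Compounds are tested as a concentration series against 10 nM FEN1; after a 15 min room-temperature preincubation, 50 nM substrate starts cleavage, with plate reads at 0 and 15 min. Normalized responses are fitted by a Hill equation.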
# KAT2A inh: inhibitors of human GCN5L2 histone acetyltransferase | GCN5L2 HAT assay, ThioGlo1 CoA-SH fluorescence | Potency, µM (titrated, usually from 58.9 µM), for the others: at the highest dose activity change, negative = inhibition, actives largely listed as inhibitors | 390,000 compounds, 0.21% hits | AID 504327
#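 Titration-based screen in which CoA formation is detected via maleimide probe ThioGlo1 (50uM) turning fluorescent on thiol reaction; substrates H3(1-25) 75uM and acetyl-CoA 70uM, GCN5L2 20nM, 20 min incubation at room temperature.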
# N370S GC mod: inhibits or activates N370S mutant glucocerebrosidase; P04062; N370S GC spleen homogenate, 4MU-glucoside fluorescence; Potency, µM (highest dose often 59.4 µM), for the others: top-dose activity change, negative = inhibition, usual class: inhibitors; 330,000 compounds, 0.092% hits;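 also: 0% = full enzyme activity and -100% = no enzyme basal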
# Active calls of the source: *; ? = inconclusive; . = no result given; & = joins results of further samples; [ ] = remark or other dose. Calls follow the shape of the dose curve; as a rule, active = well fitted curve in the direction sought with a large enough effect; inconclusive = small, poorly fitted or top-dose-only effect, or another doubt; inactive = no such curve, though single readings can be large; an effect the other way counts as inactive or inconclusive. Unless noted, % is scaled to controls: 0 for no effect and ±100 for the full control effect; potency is read from the fitted curve at half-maximal effect.
# Below each SMILES – N370S GC mod	KAT2A inh	FEN1 inhibitor
- O=C(CSc1cn(CCNC(=O)c2ccccc2F)c2ccccc12)Nc1ccccc1F
 : .	-4%	-10%
- CCSc1n[nH]c(=O)[nH]c1=O
 : 10%	2%	-2%
- Cc1ccc2nc(-c3ccc4c(c3)OCCO4)cc(C(=O)O)c2c1
 : -4%	-6%	-6%
- COc1ccc(Cl)cc1N(CC(=O)NC(C(C)C)C(C)C)S(C)(=O)=O
 : -6%	-3%	5%
- Cc1ccccc1-c1cc(C(=O)N2CCCC2)c2ccccc2n1
 : -1%	0%	1%
- CCOC(=O)c1sc2nc(SCC#N)n(CCCN3CCCC3=O)c(=O)c2c1C
 : 11%	-4%	-6%
- O=C(Cc1ccccc1)Nc1nc(=O)c2ccccc2s1
 : 7%	-4%	37%
- CCCCn1c(=O)nc2n(-c3ccc(C)cc3)c3ccccc3cc-2c1=O
 : 12%	1%	2%
- O=C(CSc1ccc([N+](=O)[O-])cn1)Nc1ccc(N2CCOCC2)c(Cl)c1
 : -1%	-14%	9%
- CCOC(=O)C1=C(C)NC(=O)C(C(N)=O)C12CCCCC2 (stereo not given)
 : 6%	-3%	3%
- CCOC(=O)c1c(NC(=O)COc2ccc(C)cc2C(C)(C)C)sc2c1CCC(C)C2 (stereo not given)
 : .	-3%	-7%
- COCCn1c(C)cc(C2=NNC(=Nc3ccc(F)cc3)SC2)c1C
 : 11%	-6%	18%
- CCOC(=O)C1CCCN(c2cc(=O)n(-c3ccccc3Cl)c(=O)[nH]2)C1 (stereo not given)
 : -3%	0%	-7%
- CCOC(=O)C1=C(CNC(C)(C)CC(C)(C)C)NC(=O)NC1c1cccc([N+](=O)[O-])c1 (stereo not given)
 : -4%	-5%	?
- CC(=O)Nc1ccc(NC(=O)CSc2nc3ccccc3nc2N2CCC(C)CC2)cc1
 : 3%	-7%&-3%	5%&-4%
- Cc1cc(SCC(=O)N/N=C/c2ccc(O)c(O)c2O)c(C)cc1Br
 : 1%	-30%	40µM*
- O=C(Nc1c(-c2ccccc2)nc2ccccn12)c1cccs1
 : -4%	0%	0%
- Cc1noc(C)c1-c1csc(N2CCC(C(N)=O)CC2)n1
 : .	-3%&-1%	9%
- CCCC(=O)NC(C)c1nc2ccccc2n1C(C)C (stereo not given)
 : -1%	-9%	1%
- CN(C)c1ccc(/C=N/NC(=O)c2nnn(-c3nonc3N)c2CN(C)c2ccccc2)cc1
 : -4%	2%	21%
- CCOc1ccc(NC(=O)C(C)SC(N)=O)cc1 (stereo not given)
 : -14%	?	1%
- COc1ccc(CCNc2nc3c(-c4cccc(C)c4)nnn3c3ccccc23)cc1OC
 : .	0%	17%
- O=C1/C(=C/c2ccc(C(=O)O)cc2)CCC/C1=C\c1ccc(C(=O)O)cc1
 : 0%	-2%	12%
- COc1cn(-c2ccccc2)nc1C(=O)OCC(=O)Nc1ccc(C)c(C)c1
 : .	4%	-4%
- COc1ccc(CN(C)C(=O)C2CCN(C(=O)Nc3ccccc3)CC2)cc1OC
 : .	2%	4%
- COc1ccc(S(=O)(=O)Nc2ccc(N(C)C(C)=O)cc2)cc1
 : 1%[12.8 µM]	-2%	-3%
- O=C(/C=C/c1ccccc1)c1ccc(O)cc1
 : -20%	-12%	.
- O=C1C(=O)N(Cc2ccccc2)C(c2cccc(O)c2)/C1=C(\O)c1ccc2c(c1)OCCO2 (stereo not given)
 : -16%	-13%	0%
- COc1ccc(Oc2ccc(N/C=C/C(=O)C(C)(C)C)cc2)cc1
 : 6%	13%	-17%
- Cc1ccc(S(=O)(=O)N(C)C)cc1NC(=O)c1ccc2ccccc2n1
 : 12%	-5%	-14%

# Ordered by SMILES length (smallest number first): 18 of the compounds above.
# Below each SMILES – N370S GC mod	KAT2A inh	FEN1 inhibitor
- CCSc1n[nH]c(=O)[nH]c1=O
 : 10%	2%	-2%
- O=C(/C=C/c1ccccc1)c1ccc(O)cc1
 : -20%	-12%	.
- CCOc1ccc(NC(=O)C(C)SC(N)=O)cc1 (stereo not given)
 : -14%	?	1%
- CCCC(=O)NC(C)c1nc2ccccc2n1C(C)C (stereo not given)
 : -1%	-9%	1%
- O=C(Cc1ccccc1)Nc1nc(=O)c2ccccc2s1
 : 7%	-4%	37%
- O=C(Nc1c(-c2ccccc2)nc2ccccn12)c1cccs1
 : -4%	0%	0%
- Cc1ccccc1-c1cc(C(=O)N2CCCC2)c2ccccc2n1
 : -1%	0%	1%
- COCCn1c(C)cc(C2=NNC(=Nc3ccc(F)cc3)SC2)c1C
 : 11%	-6%	18%
- COc1ccc(S(=O)(=O)Nc2ccc(N(C)C(C)=O)cc2)cc1
 : 1%[12.8 µM]	-2%	-3%
- Cc1cc(SCC(=O)N/N=C/c2ccc(O)c(O)c2O)c(C)cc1Br
 : 1%	-30%	40µM*
- Cc1ccc(S(=O)(=O)N(C)C)cc1NC(=O)c1ccc2ccccc2n1
 : 12%	-5%	-14%
- CCOC(=O)c1sc2nc(SCC#N)n(CCCN3CCCC3=O)c(=O)c2c1C
 : 11%	-4%	-6%
- O=C(CSc1cn(CCNC(=O)c2ccccc2F)c2ccccc12)Nc1ccccc1F
 : .	-4%	-10%
- CCOC(=O)C1CCCN(c2cc(=O)n(-c3ccccc3Cl)c(=O)[nH]2)C1 (stereo not given)
 : -3%	0%	-7%
- O=C(CSc1ccc([N+](=O)[O-])cn1)Nc1ccc(N2CCOCC2)c(Cl)c1
 : -1%	-14%	9%
- CN(C)c1ccc(/C=N/NC(=O)c2nnn(-c3nonc3N)c2CN(C)c2ccccc2)cc1
 : -4%	2%	21%
- O=C1C(=O)N(Cc2ccccc2)C(c2cccc(O)c2)/C1=C(\O)c1ccc2c(c1)OCCO2 (stereo not given)
 : -16%	-13%	0%
- CCOC(=O)C1=C(CNC(C)(C)CC(C)(C)C)NC(=O)NC1c1cccc([N+](=O)[O-])c1 (stereo not given)
 : -4%	-5%	?

# Remaining list, next part:
# Below each SMILES – N370S GC mod	KAT2A inh	FEN1 inhibitor
- Cc1ccc(C(=O)c2c[nH]c3c(F)cc(F)cc3c2=O)cc1
 : 0%	-5%	-3%
- C#CCNC(=O)C1=C[C@H](c2ccc(C(F)(F)F)cc2)C[C@H](OCc2ccc(CO)cc2)O1
 : -10%	-3%	-17%
- COc1ccc(-c2cc(C(=O)N3CCN(c4ccccc4O)CC3)c3ccccc3n2)cc1OC
 : ?	-12%	-20%
- COc1cc(C(=O)Oc2ccc3ccc(O)cc3c2)cc(OC)c1OC
 : -3%	-20%	-1%
- Cc1ccc(CN2CCC(n3nccc3NC(=O)C3CCOC3)CC2)cc1C (stereo not given)
 : 2%	3%	2%
- CC/C(=C/c1ccccc1)c1cccc2[nH]c3c(OC)cccc3c12
 : 9%	-5%	?
- COc1ccc(NS(=O)(=O)c2ccc(N3CCCC3)c(N)c2)cc1
 : -19%	-5%	-5%
- CCN1CCc2c(OCc3ccc(C(=O)OC)o3)cccc2C1=O
 : 1%	-4%	6%
- Cc1ccc(S(=O)(=O)NCCC(=O)OCn2nnc3ccccc3c2=O)cc1
 : 2%	1%	-9%
- CCn1c2ccccc2c2cc(NC(=O)C3CCN(S(=O)(=O)c4cccs4)CC3)ccc21
 : 6%	-8%	-5%
- CCN(CC)c1nc(-c2ccc(Cl)cc2)cc(C(F)(F)F)c1C#N
 : -1%	-6%	2%
- COc1ccc(C(=O)N2CCN(c3ccccc3)CC2)cc1S(=O)(=O)N1CCCC1
 : 0%	-31%	-2%
- O=c1cc(CO)oc(CN2CCN(c3ccccc3)CC2)c1O
 : -2%	1%	7%
- C=CCN=C1CC(C)(C)CC(=O)/C1=C(\O)CCCN1C(=O)c2ccccc2C1=O
 : 0%	-9%	-3%
- O=C(NCCc1cccs1)c1ccc(Cn2c(SCc3ccc(F)cc3)nc3cccnc32)cc1
 : .	-9%	-10%
- CCC(C)(C)n1nnnc1C(c1ccc(N(C)C)cc1)N1CCN(C2CCCCC2)CC1 (stereo not given)
 : -20%	-23%	-4%
- CN(C)S(=O)(=O)c1ccc(C(=O)Nc2nnc(SCc3ccccc3)s2)cc1
 : 1%	-5%	-1%
- O=C(COC(=O)CNC(=O)c1cccc([N+](=O)[O-])c1)NCc1ccco1
 : -4%	-3%	9%
- c1coc(C2=NCCc3ccccc32)c1
 : -11%	-3%	24%
- Cc1ccc(S(=O)(=O)N2CCC(C(=O)N[C@@H](C)C(=O)NC3CCCCC3)CC2)cc1
 : 5%	-4%	-3%
- COC(=O)[C@H](NC(=O)c1cc(-c2ccccc2)nc2ccccc12)c1ccccc1
 : 10%&4%	-19%&-21%	?
- Cc1c(Nc2nc3ccccc3nc2N2CCN(c3ccccc3)CC2)c(=O)n(-c2ccccc2)n1C
 : 3%	-25%	2%
- CCOC(=O)C1(CCOC)CCN(Cc2ccc3nonc3c2)CC1
 : -1%	4%	-3%
- COc1ccccc1-c1noc(-c2ccco2)n1
 : -1%	2%	-3%
- Cc1ccc(N(CC(=O)N2CCN(c3ccccc3F)CC2)S(=O)(=O)c2c(C)noc2C)cc1
 : -12%	-2%&-1%	13%&11%
- COC(=O)[C@H](Cc1ccccc1)NC(=O)NCCc1ccc(F)cc1
 : 6%	-5%	8%
- O=C(NCc1ccc2c(c1)OCO2)c1ccc2c(c1)C(=O)N(CC1CCCO1)C2=O (stereo not given)
 : 11%	1%	-9%
- CCc1ccc(-n2c(=O)c3ccc(C(=O)NCCc4ccccc4)cc3n(Cc3ccccc3C#N)c2=O)cc1
 : .	-8%	31%
- O=C(NC(=S)NC1CCS(=O)(=O)C1)c1ccccc1F (stereo not given)
 : -5%	-20%	-5%
- COc1ccc(C)cc1NC(=O)C1CCC(CNc2c(N3CCOCC3)c(=O)c2=O)CC1 (stereo not given)
 : -4%	-14%	-7%
- N#Cc1ccccc1Oc1ccccc1C=O
 : -10%	-11%	-15%
- COc1ccccc1CNC(=O)OCc1nccnc1C(=O)Nc1ccc(Br)cn1
 : ?	2%	-1%
- N/C(=N\OC(=O)Nc1ccccc1)c1cccc(C(F)(F)F)c1
 : 6%	-1%	-2%
- Nc1nc(N)c2c(n1)CCCC2
 : -3%	-2%	-4%
- COc1ccccc1CN1CC[C@@]2(CCCN(C(=O)c3cnccn3)C2)C1
 : 2%	2%	.
- Cc1ccc(Nc2nc(=O)c3cccnc3s2)cc1
 : 0%	-3%	-2%
- Cc1ccc(C2C(C#N)=C(N)Oc3n[nH]c(-c4cccs4)c32)s1 (stereo not given)
 : 3%	-3%	5%
- CN(CC(=O)Nc1ccc(F)c(F)c1)S(=O)(=O)c1cccc2cccnc12
 : 13%	-17%	-12%
- Cc1ccnc(NC(=O)c2ccc(OCC3CCCO3)cc2)c1 (stereo not given)
 : 4%	-26%	2%
- COC(=O)C1=C(CS(=O)(=O)c2ccc(C)cc2C)NC(=O)NC1c1ccc(C)cc1 (stereo not given)
 : .	0%	13%
- CC1CCN(CCCN2C(=O)C3C(C(=O)Nc4cccc(Cl)c4)C4C=CC3(O4)C2C(=O)NC2CCCCC2)CC1 (stereo not given)
 : -12%	-2%	16%
- O=C(CSc1nc2ccsc2c(=O)n1NC(=O)c1ccccc1)NCc1ccco1
 : 5%	-22%	-3%
- C=CCSc1ncnc2sc(C)c(C)c12
 : 1%	-3%	6%
- CC(C)(C)N(NC(=O)c1ccccc1)C(=O)c1cccc(C(=O)N(NC(=O)c2ccccc2)C(C)(C)C)c1
 : 2%	8%	-3%
- COc1cccc(NC(=O)c2nc(SC)ncc2Cl)c1
 : -1%	-7%	0%
- Cc1cccc(OCCCSc2nc3ccc(C)cc3[nH]2)c1
 : 17%	-3%	-3%
- CCN1CCN(C(=O)CN(CCc2ccccc2)S(C)(=O)=O)CC1
 : 16%	1%	3%
- Cc1ccc(-c2[nH][nH]c(=O)c(=O)c2N=Nc2ccccc2)cc1
 : -2%	-5%	15%
- COC(=O)c1ccccc1COn1c(=O)c(C)[n+]([O-])c2ccccc21
 : 5%	-1%	-3%
- Cc1cc(NC(=O)C(C)C)n(-c2nc3ccccc3s2)n1
 : 2%	1%	-13%
- O=C(NCCc1ccccc1)c1ccc2c(c1)S(=O)(=O)N=C1CCCCCN12
 : .	-3%	-4%
- CCCCCn1c(=O)[nH]c2cc(C(=O)N3CCN(c4cccc(Cl)c4)CC3)ccc2c1=O
 : .	0%	-6%
- CC(=O)c1cccc(NC(=O)NNC(=O)c2ccc3ccccc3c2)c1
 : -3%	-2%	-2%
- COc1ccc(CCNc2nc(Cl)nc(NC(C)(C)CO)n2)cc1OC
 : -7%	1%	-4%
- CCN(CC)c1cc(NC2CCCCC2)c2c3c(onc13)-c1ccccc1C2=O
 : .	2%	-2%
- CCc1nc(SCC(N)=O)c2c(=O)n(C)c(=O)n(C)c2n1
 : 1%	-16%	9%
- COc1ccccc1CC(=O)OCC(=O)N1CCN(c2ccc(F)cc2)CC1
 : .	-2%	-3%

# Compound activity: PubChem BioAssay, National Center for Advancing Translational Sciences (NCATS)

# A portion of the library (hit frequency here may not be typical).
